Screens deposited in PubChem BioAssay by several laboratories.
UTI89 phage lysis: protection from phage-mediated lysis, alamar blue read-out – E. coli UTI89, K1F phage, bacterial capsule biogenesis inhibitors (AID 488966). 340,000 tested, 0.02% active. one-dose inhibition, % at 100 µM; IC50 in µM for titrated hits. E. coli UTI89 K1F phage lysis, alamar blue, 2 h; higher % means a stronger effect;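 active = phage lysis inhibition, versus mean bacterial control, above a set limit; inconclusive = no clear call, values can overlap the other calls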;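 also: capsule biogenesis inhibitors block K1F phage lysis so surviving cells raise fluorescence; higher fluorescence means more inhibition of phage lysis; actives were called in the ten point dose series up to 300 µM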
T cell modulator: T cell immune modulation candidate. 330,000 tested, 0.068% active. 2C CD8+ T cell-vesicle binding, flow cytometry; stronger effect = lower value. AID 2052. calls only at 7 µM;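 active = response, share of CD8 T cells binding vesicles, and their 90th percentile fluorescence all below set limits, cut at about 80% in these data, passing the limit was not always enough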
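System: murine 2C transgenic CD8+ T lymphocytes; also added: QL9-loaded Drosophila micro-vesicles; times: binding 1.5 h at 37 °C; measured by: flow cytometry, PE anti-B7-1 (FL2) versus Alexa647 anti-CD8 (FL8), PFA-fixed; control set: Peptide-free naked vesicles (low) and QL9 vesicles with 0.7% DMSO vehicle (high)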
RSV CPE inhibition: inhibition of RSV-induced cytopathic effect – HEp-2 cells, primary 10 µM value included (AID 2391) | HEp-2 cells, RSV-induced CPE inhibition; higher % means a stronger effect | CPE inhibition, % at 10 µM; hits with a dose series show IC50 in µM | 310,000 tested, 0.13% active; in the data active = a potency from the dose series; inconclusive = CPE inhibition mostly from about 23% at the one dose, without a potency; inactive = the rest, 99 in 100 with CPE inhibition below about 21%; also: strong numbers were not always called active
T cell modulator vesicle-bound %: further read-out of T cell modulator, marked with its call; double positive events, %; measured here: CD8+ vesicle-bound cell fraction;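 binding gate set so that unloaded-vesicle control wells show 10% double positive cells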
* = called active by the depositor; i = inactive; ? = inconclusive; [ ] = remark or other dose.

SMILES	UTI89 phage lysis	T cell modulator	T cell modulator vesicle-bound %	RSV CPE inhibition
Cc1ccc(S(=O)(=O)Nc2ncnc3sccc23)cc1C	0.3%[50 µM]	i	21.8	0.8%
CCOC(=O)c1c(NC(=O)CN2C(=O)NC3(CCC(C)CC3)C2=O)sc(C)c1CC (stereo not given)	1.2%[50 µM]	i	38.2	0.5%
CC(=O)N1CCN(S(=O)(=O)c2cccc(C(=O)NNC(=O)Cn3ccc(C(F)(F)F)n3)c2)CC1	1.7%[50 µM]	i	60.1	-1.2%
Cc1ccc(S(=O)(=O)N2[C@@H](c3ccccc3)C(C(=O)O)=CC[C@H]2c2cccc(Cl)c2)cc1	0.5%	i	16.1	10.3%
CC(C)CC1Nc2ncnc(N3CCCCC3)c2N(Cc2ccccc2)C1=O (stereo not given)	-1.0%	i	28.0	1.9%
CC(C)(O)CCC(C)(C)O	0.3%	i	25.9	0.6%
O=C(COC(=O)COc1ccccc1)NCCc1ccccc1	0.6%[50 µM]	i	24.7	0.6%
O=[N+]([O-])c1ccc(F)cc1OCc1cccc(S(=O)(=O)N2CCOCC2)c1	0.1%[50 µM]	i	24.9	0.0%
O=C1C=C(/C=C/C2C=CC=CC2)C[C@@H](c2ccc(Cl)cc2)C1 (stereo not given in full)	0.1%	i	41.0	0.5%
COc1ccc(Cc2nnc(SCC(=O)N(c3ccccc3)C(C)C)n(N)c2=O)cc1	-1.9%	i	51.7	-1.1%
Cc1cc(C)cc(C(=O)OCC(=O)Nc2ncccn2)c1	0.7%[50 µM]	i	54.8	1.9%
CC(C)CCNC(=O)c1onc(CSc2ccc(F)cc2)c1C(=O)NCCC(C)C	1.1%	i	15.8	1.5%
CC1(c2ccc(Cl)cc2Cl)NC(=O)N(CC(=O)N2CCN(C(=O)c3ccco3)CC2)C1=O (stereo not given)	0.7%[50 µM]	i	48.0	0.6%
CN(C)C1=NC[C@H](Cc2ccccc2)N1CC1CCCC1	6.4%	i	58.9	1.3%
Cc1ccccc1C(=O)NNC(=O)C1CC(=O)N(c2ccc3c(c2)OCCO3)C1 (stereo not given)	0.8%[50 µM]	i	37.1	1.5%
COc1cc(C=O)ccc1OCC(=O)Nc1cccc(S(=O)(=O)N(C)c2ccccc2)c1	0.3%[50 µM]	i	41.9	3.0%
Cc1ccc(S(=O)(=O)N2CCOCC2)cc1NC(=O)COC(=O)c1cnccn1	0.3%[50 µM]	i	44.0	-0.7%
CC(=O)Nc1c(I)c(C(=O)N[C@H]2C(O)O[C@H](CO)[C@@H](O)[C@@H]2O)c(I)c(N(C)C(C)=O)c1I (stereo not given in full)	3.3%	i	23.5	0.1%
CS(=O)(=O)c1ccc(C(=O)Nc2ccc(S(=O)(=O)N3CCCCC3)cc2)cc1	1.3%[50 µM]	i	47.2	2.4%
CSc1ccccc1NC(=O)COC(=O)Cn1cc(C(F)(F)F)ccc1=O	0.4%[50 µM]	i	43.1	0.9%
C/C(CC(=O)Nc1c(Cl)cccc1C(F)(F)F)=N\NC(=O)c1cnccn1	-0.7%	i	33.3	1.1%
CC(Sc1nn(-c2ccc(F)cc2)c(=S)s1)C(=O)c1c(N)n(C)c(=O)n(C)c1=O (stereo not given)	-1.1%	i	40.4	15.0%
CCCCCC(=O)Nc1cc(S(=O)(=O)N2CCOCC2)ccc1Oc1ccc(OCC)cc1	0.5%[50 µM]	i	47.7	2.3%
CCCCn1c(N)c(N(CC(C)C)C(=O)CCS(=O)(=O)c2ccc(C)cc2)c(=O)[nH]c1=O	0.6%[50 µM]	i	31.4	-1.9%
O=C1COc2ccc(C(=O)COC(=O)c3ncc(Cl)c(Cl)c3Cl)cc2N1	-0.1%[50 µM]	i	26.1	-1.8%

Results in T cell modulator vesicle-bound %, for three of the compounds above:
| smiles | T cell modulator vesicle-bound % |
| --- | --- |
| CC(C)CCNC(=O)c1onc(CSc2ccc(F)cc2)c1C(=O)NCCC(C)C | 15.8 |
| CC1(c2ccc(Cl)cc2Cl)NC(=O)N(CC(=O)N2CCN(C(=O)c3ccco3)CC2)C1=O (stereo not given) | 48.0 |
| CN(C)C1=NC[C@H](Cc2ccccc2)N1CC1CCCC1 | 58.9 |

Continuation:
SMILES	UTI89 phage lysis	T cell modulator	T cell modulator vesicle-bound %	RSV CPE inhibition
Cc1cccc(C)c1NC(=O)CN(C)C(=O)COc1cccc2c1OC(C)(C)C2	0.6%[50 µM]	i	35.1	-1.5%
O=C(CNC(=O)OCc1ccccc1)Nc1ccc(F)cc1	0.1%[50 µM]	i	40.2	0.2%
CC(Oc1ccc(Br)cc1)C(=O)Nc1nnc(C2CC2)s1 (stereo not given)	1.5%[50 µM]	i	57.6	1.3%
CC(=O)c1ccc(S(=O)(=O)N2CCN(CC(=O)NC(=O)NC3CCCCC3)CC2)cc1	-0.4%[50 µM]	i	30.0	1.5%
Cc1onc(-c2ccccc2)c1C(=O)OCC(=O)N1CCN(c2ccccc2)CC1	0.4%[50 µM]	i	16.7	-0.5%
O=C(CSC1=NS(=O)(=O)c2ccccc2N1)Nc1ccc(F)cc1	-2.3%	i	27.9	1.4%
CC(C)CN(C(=O)COc1ccc(Br)cc1C=O)C1CCS(=O)(=O)C1 (stereo not given)	0.4%[50 µM]	i	21.6	-1.5%
O=C(c1ccc(F)c(S(=O)(=O)N2CCOCC2)c1)N(CCc1ccccc1)Cc1ccccc1	-0.8%[50 µM]	i	56.4	?
O=C(CN1C(=O)NC2(CCc3ccccc32)C1=O)Nc1ccccc1OC(F)F (stereo not given)	0.7%[50 µM]	i	27.4	-0.5%
COc1ccc2nc(NC(=O)CSC(C)C(=O)Nc3cc(C)on3)sc2c1 (stereo not given)	-2.1%	i	16.6	2.2%
O=C(NNC(=O)c1csc(N2CCOCC2)n1)c1cccnc1	-0.5%[50 µM]	i	24.8	-0.6%
CC(C)C[C@@]12C(=O)N(c3cccc(Br)c3)C(=O)N1[C@H](c1ccc(Cl)cc1)[C@@H]1C(=O)N(C3CCCCC3)C(=O)[C@@H]12	0.8%	i	18.7	3.5%
COc1ccc(CCNC(=O)c2cc(-c3ccccn3)nc3ccccc23)cc1	0.2%[50 µM]	i	38.8	-0.2%
COc1ccc(NC(=O)c2cc(S(=O)(=O)N3CCCC3)ccc2C)cn1	0.7%[50 µM]	i	43.3	1.0%
CC(C)(O)CC[C@@H](O)[C@](C)(O)C1CC[C@@]2(O)C3=CC(=O)[C@]4(O)C[C@@H](O)[C@@H](O)C[C@]4(C)C3CC[C@]12C (stereo not given in full)	0.0%	i	26.2	0.9%
COc1ccc(COC(=O)Oc2ccc(CNC(C)=O)cc2OC)c([N+](=O)[O-])c1	2.2%	i	41.5	-1.1%
C[C@H](OC(=O)N1CCN(C(c2ccccc2)c2ccccc2)CC1)[C@@H]1O[C@@]2(C)CCC[C@H]1O2	0.7%	i	23.9	3.5%
CC(C)N(C)S(=O)(=O)c1ccc(NC(=O)CSC(=S)N2CCCC2)cc1	0.4%[50 µM]	i	27.5	-1.3%
COc1cc(Br)ccc1NC(=O)c1ccccc1-c1ccccc1C(=O)O	0.3%	i	26.1	0.9%
CCN(CC(=O)NC(=O)NC1CCCC1)Cc1ccccc1	1.5%[50 µM]	i	16.3	0.2%
Cc1ccc(-c2cc(C(=O)N3CCN(C4CCS(=O)(=O)C4)CC3)c3ccccc3n2)cc1 (stereo not given)	0.7%	i	20.2	0.4%
CN1C2=C(C(=O)CC(C)(C)C2)C(c2cccs2)C2=C1CC(C)(C)CC2=O	-0.3%	i	55.5	4.0%
COc1ccccc1NS(=O)(=O)c1cc(NC(=O)CCc2nc3ccccc3c(=O)[nH]2)ccc1C	-0.2%[50 µM]	i	45.1	?
CCN(Cc1nc2ccccc2c(=O)[nH]1)C(=O)c1cc2c(s1)CCCCC2	1.5%[50 µM]	i	22.1	3.2%
CSc1ccccc1NC(=O)CSCc1nc2sc(C)c(C)c2c(=O)[nH]1	-1.8%	i	18.2	0.6%

Other entries follow:
SMILES	UTI89 phage lysis	T cell modulator	T cell modulator vesicle-bound %	RSV CPE inhibition
COc1cccc(NC(=O)CN(C)C(=O)c2ccc(COc3ccccc3)cc2)c1	3.0%[50 µM]	i	34.5	10.2%
COc1ccc(NC(=O)Cc2ccccc2F)cc1S(=O)(=O)N1CCCCC1	0.8%[50 µM]	i	32.3	1.8%
O=C(NCCCN1CCOCC1)c1ccc(S(=O)(=O)Nc2ccccc2)cc1	1.3%[50 µM]	i	12.7	-1.6%
O=C1C=C(c2ccc3ccccc3c2)C[C@@H](c2ccc(Cl)cc2)C1	3.0%	i	24.4	3.7%
O=C(NCCS(=O)(=O)NC1CCCCC1)c1ccc2c(c1)OCO2	0.7%[50 µM]	i	37.4	-1.7%
CCc1ccc(C(=O)CSc2nnc(C3CC3)n2C2CC2)cc1	1.6%[50 µM]	i	32.8	0.8%
COc1ccc(NC(=O)c2cc(C3CC3)nc3c2cnn3C(C)C)cc1OC	-0.3%[50 µM]	i	39.1	-0.5%
c1ccc2c(c1)[nH]c1ccncc12	0.1%	i	39.1	0.4%
COc1ccc(N2CC(NS(=O)(=O)c3cccs3)CC2=O)cc1OC (stereo not given)	1.6%[50 µM]	i	47.5	1.0%
CCCCOc1ccc(C(=O)NCC(=O)NCC(c2ccco2)N2CCCCC2)cc1 (stereo not given)	0.2%[50 µM]	i	18.3	-2.0%
O=C(COC(=O)Cc1ccc(Cl)cc1)NCCc1ccccc1	1.3%[50 µM]	i	33.0	-0.1%
COc1ccc(-n2ccnc(SCC(=O)NCc3ccc(C)cc3)c2=O)cc1Cl	0.6%[50 µM]	i	27.9	-0.6%
CN1CCN(C(=O)C2CCN(S(=O)(=O)c3ccccc3[N+](=O)[O-])CC2)CC1	0.9%[50 µM]	i	42.0	-0.7%
COc1ccccc1CNC(=O)COC(=O)Cc1cccc(F)c1	1.2%[50 µM]	i	34.3	0.5%
CCc1ccc(OCC(=O)NNC(=O)Cc2ccc(S(=O)(=O)N3CCOCC3)s2)cc1	0.1%[50 µM]	i	34.6	2.1%
CC(OC(=O)c1ccc(Cl)c(S(=O)(=O)N2CCOCC2)c1)C(=O)Nc1ccc(S(N)(=O)=O)cc1 (stereo not given)	0.3%[50 µM]	i	30.4	-0.8%
O=C(CSc1ccccc1F)NNC(=O)c1ccncc1	1.3%[50 µM]	i	46.5	-0.2%
Cc1cc(=O)c(C(=O)Nc2cccc(N3CCCC3=O)c2)nn1-c1ccccc1Cl	0.4%[50 µM]	i	23.1	0.5%
CCOC(=O)C1=C(COC(=O)CC(C)c2ccccc2)NC(=O)NC1C (stereo not given)	0.6%[50 µM]	i	35.2	0.7%
Cc1cccc(C(=O)NCC(=O)N2CC=C(c3ccccc3)CC2)c1	-0.2%[50 µM]	i	49.2	3.0%
Cc1ccc(S(=O)(=O)N2CCN(C(=O)COC(=O)c3cnc(C)cn3)CC2)c(C)c1	0.8%[50 µM]	i	41.0	-0.5%
O=C(O)c1ccn(CSc2cc(Cl)ccc2Cl)n1	0.4%[50 µM]	i	34.1	0.5%
CC(=O)Nc1ccc(S(=O)(=O)NCCC(=O)OCc2ccccc2F)cc1	-0.1%[50 µM]	i	21.4	1.7%
O=C(COC(=O)COc1ccc(Cl)cc1Br)NC1CCCCCC1	0.8%[50 µM]	i	40.2	-0.4%
CC(=O)Nc1ccc(S(=O)(=O)N(C)CC(=O)Nc2ccccc2N2CCCC2)cc1	0.9%[50 µM]	i	24.6	-1.3%
COc1ccccc1NCC(=O)N1CCN(S(=O)(=O)c2ccccc2)CC1	-0.1%[50 µM]	i	41.1	1.6%
CCCCN(C(=O)CSc1nnnn1-c1ccccc1OC)C1CCS(=O)(=O)C1 (stereo not given)	1.3%[50 µM]	i	12.0	-1.6%
O=C(COC(=O)c1ccc(F)c(S(=O)(=O)N2CCOCC2)c1)c1ccc(Cl)cc1	0.1%[50 µM]	i	37.8	-0.2%
CCCCn1c(N)c(N(CCOC)C(=O)c2cc3c(s2)CCC(C)C3)c(=O)[nH]c1=O (stereo not given)	-0.2%[50 µM]	i	33.0	-1.0%
CCOC(=O)/C=C1\SC(C)C(=O)N1CC(=O)N(CCC#N)c1ccccc1 (stereo not given)	0.6%[50 µM]	i	45.1	3.3%

Exported field by field: entries from further up.
CN1CCN(C(=O)C2CCN(S(=O)(=O)c3ccccc3[N+](=O)[O-])CC2)CC1
  UTI89 phage lysis: 0.9%[50 µM] | T cell modulator: i | T cell modulator vesicle-bound %: 42.0 | RSV CPE inhibition: -0.7%
COc1ccccc1CNC(=O)COC(=O)Cc1cccc(F)c1
  UTI89 phage lysis: 1.2%[50 µM] | T cell modulator: i | T cell modulator vesicle-bound %: 34.3 | RSV CPE inhibition: 0.5%
CCc1ccc(OCC(=O)NNC(=O)Cc2ccc(S(=O)(=O)N3CCOCC3)s2)cc1
  UTI89 phage lysis: 0.1%[50 µM] | T cell modulator: i | T cell modulator vesicle-bound %: 34.6 | RSV CPE inhibition: 2.1%
CC(OC(=O)c1ccc(Cl)c(S(=O)(=O)N2CCOCC2)c1)C(=O)Nc1ccc(S(N)(=O)=O)cc1 (stereo not given)
  UTI89 phage lysis: 0.3%[50 µM] | T cell modulator: i | T cell modulator vesicle-bound %: 30.4 | RSV CPE inhibition: -0.8%

These rows are one share of the data. The share of hits here may be higher or lower than overall.
